CHRM5 PAM: potentiates acetylcholine response at human M5 receptor | P08912 | CHO-K1 hM5, Fluo-8 calcium, ACh EC20 PAM; 0% = ACh EC20, 100% = ACh EC100 | activation, % at 3 µM | actives 0.3% (n = 360,000) | AID 624038;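 active means activation above the run cutoff, the mean activation of all test compounds plus 3 SD, cut at about 18% in these data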
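System: CHO-K1 cell line with stable human muscarinic M5 receptor expression | Also added: EC20 acetylcholine as agonist stimulus | Compound: One concentration, 3 µM final (nominal) | Timing: Fluo-8 loading 80 min at 37 °C plus 30 min room temperature | Measured by: Fluo-8 calcium dye fluorescence, kinetic read | Read-out basis: % activation, ACh-normalized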
CRFBP-R2 agonist: CRF-BP/CRF-R2 complex agonism; actives 0.46% (n = 350,000); activation, % at 13.2 µM; AID 588473; HEK293 CRF-R2/CRF-BP, calcium dye fluorescence (FLIPR); percent of saturating CRF peptide response;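 active means activation of at least 50%, plus an integration ratio under a set limit after plate pattern correction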;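 further: plate controls were neutral control wells without compound for no effect and CRF at EC100 for full effect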
CHRM5 antagonist: blocks acetylcholine activation of human M5 receptor; CHO-hM5 cells, Fluo-8 calcium fluorescence, ACh EC80; inhibition, % at 3 µM; actives 0.59% (n = 360,000);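 active means inhibition above a per-plate cutoff, the mean of that plate's test compounds plus 3 SD, cut at about 27% in these data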;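 further: 0% = acetylcholine EC80 with DMSO and 100% = DMSO without agonist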
CHRM1 PAM: potentiates human M1 receptor response to acetylcholine; P11229; AID 588819; CHO-K1 hM1, Fluo-8 calcium fluorescence, ACh EC20; 0% = ACh EC20, 100% = maximal ACh; activation, % at 3 µM; actives 0.088% (n = 360,000); in the data active means activation above about 19%, passing the limit was not always enough
Target sequence (P11229 whole entry, looked up): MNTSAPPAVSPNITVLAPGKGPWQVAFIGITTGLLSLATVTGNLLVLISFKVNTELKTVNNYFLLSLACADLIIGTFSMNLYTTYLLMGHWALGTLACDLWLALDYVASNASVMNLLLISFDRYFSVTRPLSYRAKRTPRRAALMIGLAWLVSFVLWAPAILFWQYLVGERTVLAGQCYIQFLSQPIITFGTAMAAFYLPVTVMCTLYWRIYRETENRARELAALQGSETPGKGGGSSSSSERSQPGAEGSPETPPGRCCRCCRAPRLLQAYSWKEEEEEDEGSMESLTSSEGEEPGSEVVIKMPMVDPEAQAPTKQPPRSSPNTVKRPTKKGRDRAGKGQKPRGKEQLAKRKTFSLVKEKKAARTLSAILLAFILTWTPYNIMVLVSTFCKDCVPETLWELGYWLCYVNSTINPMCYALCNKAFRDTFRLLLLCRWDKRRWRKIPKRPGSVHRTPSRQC
CHRM5 agonist: CHRM5 agonism in calcium assay; P08912; CHO-K1 hM5 cells, Fluo-8 calcium fluorescence; 0% DMSO wells, 100% maximal acetylcholine response; activation, % at 3 µM; actives 0.19% (n = 360,000); AID 624037;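 active means activation above the run's mean over test compounds plus 3 SD, cut at about 23% in these data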;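 further: signal is peak over basal fluorescence ratio across the kinetic read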
CHRM4 agonist: agonists of human muscarinic M4 receptor (CHRM4). CHO-K1 hM4/Gqi5, Fluo-8 calcium fluorescence; vehicle 0%, full acetylcholine response 100%. activation, % at 3 µM. actives 0.14% (n = 360,000). AID 624127;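 active means activation above the run mean over all test wells plus 3 SD, cut at about 32% in these data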;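 further: peak over basal fluorescence ratio per well then scaled between controls; 0% = DMSO wells and 100% = acetylcholine at EC100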
Target sequence (P08173 whole entry, looked up): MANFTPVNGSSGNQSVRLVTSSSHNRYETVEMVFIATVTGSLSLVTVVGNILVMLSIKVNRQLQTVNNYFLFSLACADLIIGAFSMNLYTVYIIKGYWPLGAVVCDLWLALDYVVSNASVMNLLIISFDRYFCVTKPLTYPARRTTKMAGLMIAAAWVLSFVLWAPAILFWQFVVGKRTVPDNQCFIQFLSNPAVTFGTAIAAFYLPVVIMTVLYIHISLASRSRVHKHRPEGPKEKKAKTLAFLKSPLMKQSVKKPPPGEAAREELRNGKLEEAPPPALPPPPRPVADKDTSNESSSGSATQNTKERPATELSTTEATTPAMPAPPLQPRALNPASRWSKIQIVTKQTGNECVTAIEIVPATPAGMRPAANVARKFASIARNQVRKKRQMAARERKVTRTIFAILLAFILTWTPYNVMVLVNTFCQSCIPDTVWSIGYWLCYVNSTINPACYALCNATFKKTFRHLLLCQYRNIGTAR
CHRM1 antagonist: blocks human M1 muscarinic receptor; actives 1.3% (n = 360,000); AID 588852; P11229; CHO-K1 hM1, Fluo-8 calcium fluorescence, ACh EC80 antagonist; inhibition, % at 3 µM;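 active means percent inhibition above its own plate's cutoff, namely the mean of that plate's compound wells plus 3 SD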;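 further: peak over basal fluorescence ratio during 140 s after agonist addition; 0% = ACh EC80 plus DMSO and 100% = DMSO alone without agonist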
CHRM4 PAM: CHRM4 positive allosteric modulation. CHO-K1 hM4/Gqi5, Fluo-8 calcium fluorescence, ACh EC20; 0% = ACh EC20, 100% = maximal ACh. activation, % at 3 µM. actives 0.4% (n = 360,000);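 active means activation above its plate's cutoff, the mean activation of sample wells plus 3 SD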; further: some results filed as inactive read as strong as hits
M4 antag: CHRM4 antagonism in calcium assay; AID 624125; actives 0.73% (n = 360,000); P08173; inhibition, % at 3 µM; CHO-hM4 cells, ACh EC80, Fluo-8 calcium fluorescence;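 active means inhibition above its plate's cutoff, the mean inhibition of sample wells plus 3 SD, cut at about 27% in these data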;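 further: 0% = acetylcholine EC80 with DMSO and 100% = DMSO without agonist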
* hit, by the source's call; · = not tested or not shown.

Results follow in this order: CHRM5 PAM	CRFBP-R2 agonist	CHRM5 antagonist	CHRM1 PAM	CHRM5 agonist	CHRM4 agonist	CHRM1 antagonist	CHRM4 PAM	M4 antag
> Cc1ccc(NC2=C(NCCO)C(=O)c3ccccc3C2=O)cc1
→ -7	-3.5	3	8	-1	2	-3	0	16
> CCCN1C(=O)c2ccccc2NC1c1ccc(O)c(OCC)c1 (stereo not given)
→ 5	0.1	-2	6	0	0	-2	-7	0
> CCOC(=O)C1(C)CCN1C(=O)c1ccccc1C (stereo not given)
→ 0	·	1	1	1	1	0	6	-8
> COc1ccc2cc(/C=N/NC(=O)c3c(Cl)cnn3C)c(Cl)nc2c1
→ -4	5.7	1	4	-1	2	0	3	4
> Cc1nc2scc(C)n2c(=O)c1S(=O)(=O)NC(C)c1ccccc1 (stereo not given)
→ 0	0.1	4	10	-3	2	1	7	-11
> CC(C)C(C(=O)Nc1ccc(S(=O)(=O)N2CCOCC2)cc1)N1C(=O)c2ccccc2C1=O (stereo not given)
→ -8	14	7	3	6	7	5	-5	5
> COc1cccc(-c2nc(-c3ccccc3)no2)c1
→ 2	2.8	-7	-2	0	0	6	0	-8
> O=C(Nc1ccccc1C(F)(F)F)N1CCCCCC1
→ 5	-2.6	-4	6	-1	0	1	0	8
> S=c1[nH]c2ncccc2o1
→ 0	0.5	1	1	-1	0	-10	2	3
> CN(Cc1ccco1)S(=O)(=O)c1nnc(NC(=O)c2ccccc2)s1
→ -4	0.8	9	2	2	3	1	3	5
> CC(C)CCSc1nc(N2CCOCC2)c2c(c1C#N)CC(C)(C)OC2
→ 4	3.1	-4	6	2	-1	-7	-5	0
> COc1cc(C=C2C(=O)c3ccccc3C2=O)cc(OC)c1
→ 9	0.0	-2	7	3	0	-7	-2	5
> O=C(CSCc1cnn(-c2ccccc2)c1-n1cccc1)N1CCN(Cc2ccccc2)CC1
→ -8	0.0	11	-10	-4	1	-4	-14	-3
> O=C(O)c1cc2cc(Cl)cc(Cl)c2oc1=O
→ -7	4.9	-2	10	0	1	-35	3	6
> Cc1cc(C(=O)NCC(=O)OCC(=O)N(C)C2CCCCC2)ccc1[N+](=O)[O-]
→ -2	0.1	9	-1	0	0	6	5	5
> CC1=C(C(=O)N2CCCCCC2)CC(CC(=O)NC2CC2)C(=O)N1Cc1ccccc1 (stereo not given)
→ 5	·	-5	3	1	1	12	16	-3
> COc1cc(/C=C/C(=O)OCC(=O)Nc2cc(S(=O)(=O)N3CCOCC3)ccc2Cl)cc(OC)c1OC
→ 1	-1.6	14	3	2	9	-9	1	-13
> C/C=C(\C)CN1CCN(c2ccc(C)cc2)CC1
→ 3	3.2	-3	5	-5	0	-5	8	12
> CCN(Cc1cc2ccccc2[nH]c1=O)C(=O)C1CCCCC1
→ -1	1.3	4	3	2	3	-11	0	3
> O=C(Cc1ccccc1)N/N=C/C=C/c1ccccc1[N+](=O)[O-]
→ 8	0.6	-11	22	4	3	-18	-4	6
> Cc1cc(F)ccc1NCc1ccc([N+](=O)[O-])cc1
→ 2	-1.3	-5	-4	-7	-2	8	-8	4
> Cc1cc(C)cc(NS(=O)(=O)c2coc(C(N)=O)c2)c1
→ -2	1.3	-4	2	2	0	-7	-2	-15
> Cc1c(C(=O)Nc2cccc(N(C)S(C)(=O)=O)c2)cccc1[N+](=O)[O-]
→ -6	-0.4	5	4	2	2	-1	-2	-5
> C/C=C1\NC(=O)[C@H](CC(N)=O)N(C)C(=O)C([C@@H](C)O)NC(=O)C(CCCc2ccc(OC)cc2)NC(=O)[C@H](C(C)C)NC(=O)/C(=C\C)NC(=O)[C@H](O)[C@@H](C[C@@H](O)CCCCCCC)NC(=O)[C@H](C)NC(=O)CN(C)C(=O)[C@H](CCC(N)=O)NC1=O (stereo not given in full)
→ -6	3.7	11	-14	-3	-1	21	-4	11
> CC1=NN(/C(=N\c2nnc(C)s2)Nc2ccccc2)[C@H](c2cccc3ccccc23)S1
→ -1	8.0	-3	4	-2	3	-5	-4	-3
> Cn1c(=NC(=O)COc2ccccc2)sc2cccc(F)c21
→ 11	0.7	-2	12	4	1	-16	-8	6
> Cc1onc(-c2ccccc2)c1C(=O)Nc1sc2c(c1C(N)=O)CCC2
→ -2	-0.7	5	-2	1	0	13	0	0
> Cn1cnc2c1c(=O)n(Cc1cccc(F)c1)c(=O)n2C
→ 3	-3.0	-13	3	0	1	-2	7	-3
> Cc1ccc2c(c1)C(O)(c1c(C)[nH]c3ccccc13)C(=O)N2 (stereo not given)
→ 8	0.8	9	7	-2	1	-30	6	1
> CN1CCN(c2nc3c(c(=O)[nH]c(=O)n3C)n2Cc2ccccc2F)CC1
→ -7	0.2	14	-1	-3	1	1	-4	6
> Cc1ccc(N/C=C/C(=O)c2sc(-c3ccccc3)nc2C)cc1
→ 3	8.2	6	12	-1	1	-4	11	5
> COC(=O)c1ccc(/C=C2\SC(=S)N(CCCC(=O)N3CCOCC3)C2=O)cc1
→ 2	1.0	8	12	-2	1	-10	6	-3
> COc1ccc(CNC(=O)C(C)NCc2ccc(S(N)(=O)=O)cc2)cc1 (stereo not given)
→ -3	-0.2	15	12	-3	1	-10	4	10
> Cc1cc(OCC(=O)N(C(C)C)C(C)C)cc(C)c1Br
→ 3	0.0	-1	-6	-5	-2	4	5	-7
> COc1ccc(OC)c(N(CC(=O)N2CCN(Cc3ccccc3)CC2)S(C)(=O)=O)c1
→ 15	0.2	-15	5	-21	1	-8	2	-6
> Cc1ccccc1C(=O)NC1CCN(Cc2nnnn2C2CCCC2)CC1
→ 32*	-1.9	27	6	-1	0	-2	5	-7
> COc1ccc(CN(C(=S)Nc2ccccc2)C2CC(=O)N(c3ccccc3)C2=O)cc1 (stereo not given)
→ 1	0.1	-4	-2	1	1	-5	-9	-2
> CC(=O)N1CCN(C(=O)CC2OC(=O)c3ccccc32)CC1 (stereo not given)
→ 0	1.5	-2	2	-4	1	-10	-1	-5
> O=C(Nc1cc(Br)ccc1F)c1nc[nH]c1C(=O)NCc1ccccc1
→ -5	·	0	6	2	0	-3	6	-13
> C[C@@H]1COc2cccc(N3CCN(Cc4ccccc4F)CC3)c2S(=O)(=O)N1
→ 0	·	-5	·	2	4	·	6	-11
> O=C(CCc1nnc2ccc(NCc3ccco3)nn12)N1CCCCC1
→ 3	2.4	4	-2	-5	2	4	0	-5
> Cn1c(SCc2ccc(C#N)cc2)nnc1-c1ccccc1
→ -4	-1.4	3	0	-8	0	2	-8	5
> O=C(COc1cccnc1[N+](=O)[O-])NC1CCS(=O)(=O)C1 (stereo not given)
→ 6	1.6	-10	1	-1	0	-5	-7	1
> COC(=O)[C@@H](NCc1ccc(OC)c(B(O)O)c1)C(C)C
→ 2	-1.5	-4	12	2	0	-15	6	2
> O=C(Cn1cc(C(=O)C(F)(F)F)c2cc(Br)ccc21)N1CCOCC1
→ 12	-0.2	-10	8	1	3	7	11	-3
> COc1ccc(CC(N)c2csc(NC(=O)Nc3ccccc3C(C)(C)C)n2)cc1 (stereo not given)
→ -1	·	10	1	4	13	3	-1	10
> COc1ccc(NC(=O)Nc2cccc3c2O[C@H](CN(C)C(=O)Nc2ccc(C(F)(F)F)cc2)[C@@H](C)CN([C@H](C)CO)C3=O)cc1
→ -7	-2.7	11	-3	5	7	7	1	-2
> O=C(CSc1ccc(-c2ccco2)nn1)N1CCCCC1
→ 4	3.7	4	6	2	-1	-4	9	-5
> O=C(CSc1nnc(NC(=O)c2c(F)cccc2F)s1)Nc1ccccc1F
→ -9	-0.6	5	3	0	3	-12	-1	-6
> CCCOn1c(-n2nc(C)cc2C)nc2ccccc2c1=O
→ -6	-0.1	0	-1	-3	0	1	5	-6

Continued.
Results follow in this order: CHRM5 PAM	CRFBP-R2 agonist	CHRM5 antagonist	CHRM1 PAM	CHRM5 agonist	CHRM4 agonist	CHRM1 antagonist	CHRM4 PAM	M4 antag
> CC1Cc2ccccc2N1C(=O)CN1C(=O)C(=O)N(Cc2ccccc2)C1=O (stereo not given)
→ -1	1.0	-4	1	-2	6	-31	11	-20
> C=CCNC(=O)/C(=C\c1ccc([N+](=O)[O-])cc1)NC(C)=O
→ -7	0.2	6	-6	3	3	5	-4	-2
> CCCCN(C(=O)c1ccc(Cl)cc1)C1CC2CCC(C1)N2C (stereo not given)
→ -14	-1.0	6	-19	-4	3	28*	-7	-10
> CC(C)CN(C(=O)c1ccc(Br)o1)C1CCS(=O)(=O)C1 (stereo not given)
→ -8	0.9	7	7	-2	-1	-8	0	16
> CCOC(=O)CN1CC23C=CC(O2)C(C(=O)Nc2ccc(F)c(C)c2)C3C1=O (stereo not given)
→ -3	-0.9	1	1	-3	0	-4	1	-6
> CCCCn1c(-c2cccnc2)nc2cc3[nH]c(=O)c(C(C)C)nc3cc21
→ -4	-0.6	4	3	7	10	-5	-4	4
> CC1CCCC(N2CCN(C(=O)c3cccc(F)c3)CC2)C1 (stereo not given)
→ 2	-1.7	1	-6	-5	1	11	-3	4
> Cc1ccc(S(=O)(=O)/N=C2/C=C(Sc3ncn[nH]3)C(=O)c3ccccc32)cc1
→ -4	5.6	21	7	5	3	18	-1	12
> Cc1ccc(-c2c3c(=O)n(C)c(=O)n(C)c3cn2-n2cnnc2)cc1
→ 3	-0.1	-2	10	1	0	-12	7	9
> COc1ccc(NC(=S)NCc2ccc3c(c2)OCO3)cc1
→ 2	0.8	3	-4	0	3	6	0	3
> CCn1c(C(C)NC(=O)Cc2ccccc2)nc2ccccc21 (stereo not given)
→ 0	-5.2	-5	5	-3	1	1	1	-6
> COc1ccccc1NC(=O)CCNS(=O)(=O)c1ccc2c(c1)CCN2C(C)=O
→ 10	-0.3	-11	7	6	2	-7	-1	-7
> O=c1c2ccccc2nc(N/N=C/c2ccccc2)n1O
→ -6	1.8	1	-4	-2	2	8	11	17
> O=C1C2C3c4ccccc4C(c4ccccc43)C2c2nc3ccccc3n21 (stereo not given)
→ -19	0.7	10	0	-7	2	8	-11	3
> CCNC(=O)C1(C)CCN(C(=O)c2ccc3c(c2)OCO3)C1 (stereo not given)
→ -5	·	8	-7	0	0	13	1	-9
> COc1ccc(Cl)cc1NC(=S)NNC(=O)c1cccnc1
→ 1	-0.3	4	-8	-2	-1	2	-4	5
> COc1cccc(-c2nc(CS(=O)(=O)CC(=O)N3CCOCC3)c(C)o2)c1
→ -6	1.9	18	8	-3	1	-9	-3	12
> COc1ccc(/C=N/NC(=O)c2ccc(Cn3cc([N+](=O)[O-])cn3)o2)c(OC)c1C
→ 1	-5.5	7	-9	-3	1	12	3	0
> CCc1cn(C2CC(O)C(CO)O2)c(=O)[nH]c1=O (stereo not given)
→ 10	0.5	-3	4	5	1	-3	2	6
> C[C@H]1CN([C@@H](C)CO)C(=O)c2cc(-c3cccc(C(=O)N(C)C)c3)cnc2O[C@H]1CN(C)C(=O)Cc1ccccn1
→ 5	-0.8	-4	3	3	1	0	2	1

Filtered by structure: those above with a cyano group
Results follow in this order: CHRM5 PAM	CRFBP-R2 agonist	CHRM5 antagonist	CHRM1 PAM	CHRM5 agonist	CHRM4 agonist	CHRM1 antagonist	CHRM4 PAM	M4 antag
> CC(C)CCSc1nc(N2CCOCC2)c2c(c1C#N)CC(C)(C)OC2
→ 4	3.1	-4	6	2	-1	-7	-5	0
> Cn1c(SCc2ccc(C#N)cc2)nnc1-c1ccccc1
→ -4	-1.4	3	0	-8	0	2	-8	5
